Compound activity from PubChem.
eLon inh: inhibits E. coli Lon protease | P0A9M0 | purified E. coli Lon protease, fluorescence polarization | inhibition, % at 7.94 µM | hit rate 0.42% among 360,000 | AID 602123; in the data active means inhibition above about 13%, passing the limit was not always enough;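 further: 0% = enzyme with probe and DMSO and 100% = no enzyme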
Neddyl block: cullin neddylation inhibition; TR-FRET cullin neddylation, biochemical; P61081+Q13564; calls only at 25 µM; hit rate 0.58% among 360,000; in the data active means inhibition above about 36%
CendR NRP1 mod: alters CendR peptide binding to human NRP-1; FAM-RPARPAR peptide binding to NRP-1, fluorescence polarization; hit rate 0.85% among 360,000; AID 602438; inhibition, % at 25 µM;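 active means inhibition or corrected inhibition above about 18%, plus a signal ratio from 0.5 to 1.5, limit read from the data, passing the limit was not always enough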; further: strong numbers were not always called active
Target sequence (O14786 whole entry, looked up): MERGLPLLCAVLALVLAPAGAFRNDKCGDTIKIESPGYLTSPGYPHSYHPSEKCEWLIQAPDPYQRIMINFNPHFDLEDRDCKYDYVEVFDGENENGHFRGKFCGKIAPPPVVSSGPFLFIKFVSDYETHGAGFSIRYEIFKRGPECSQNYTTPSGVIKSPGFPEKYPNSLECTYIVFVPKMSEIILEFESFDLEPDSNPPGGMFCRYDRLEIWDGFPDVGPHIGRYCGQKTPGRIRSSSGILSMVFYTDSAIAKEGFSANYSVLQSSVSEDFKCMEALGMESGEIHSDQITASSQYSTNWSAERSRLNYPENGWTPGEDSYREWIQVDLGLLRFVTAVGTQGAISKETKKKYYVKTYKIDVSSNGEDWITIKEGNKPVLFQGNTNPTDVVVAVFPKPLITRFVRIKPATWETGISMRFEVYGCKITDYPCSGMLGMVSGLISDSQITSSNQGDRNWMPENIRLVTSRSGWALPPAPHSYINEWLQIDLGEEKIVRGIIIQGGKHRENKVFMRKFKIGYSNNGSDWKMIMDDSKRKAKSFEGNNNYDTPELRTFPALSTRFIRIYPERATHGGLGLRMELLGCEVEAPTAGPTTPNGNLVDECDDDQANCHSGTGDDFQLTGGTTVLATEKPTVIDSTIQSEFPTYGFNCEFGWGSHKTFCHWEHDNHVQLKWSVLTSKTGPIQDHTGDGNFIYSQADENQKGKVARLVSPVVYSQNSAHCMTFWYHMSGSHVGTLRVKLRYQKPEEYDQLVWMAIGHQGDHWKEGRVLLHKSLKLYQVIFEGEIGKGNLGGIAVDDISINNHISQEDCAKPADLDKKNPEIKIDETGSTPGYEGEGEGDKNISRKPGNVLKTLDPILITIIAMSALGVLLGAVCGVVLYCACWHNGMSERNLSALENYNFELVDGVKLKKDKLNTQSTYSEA
Rin1 Abl inh: inhibitors of human Rin1-Abl protein interaction. P00519+Q13671. inhibition, % at 7.35 µM. hit rate 0.4% among 360,000. TR-FRET Rin1/Abl binding, biochemical. AID 588664; in the data active means inhibition above about 5%, passing the limit was not always enough
SKN-1 block: inhibitors of C. elegans SKN-1; C. elegans VP596 Pgst-4::GFP/RFP ratio, acrylamide-induced, 24 h; inhibition, % at 21.8 µM; hit rate 0.49% among 360,000; AID 624304;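 active means interference check ratio from 0.5 to 1.5 plus GFP to RFP signal ratio inhibition reaching or exceeding a fixed threshold, cut at about 30% in these data, passing the limit was not always enough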; further: some compounds called inactive have numbers as strong as hits
bovine MsrA act: activators of bovine methionine sulfoxide reductase A. purified bovine MsrA, absorbance read-out. hit rate 0.3% among 360,000. AID 602163. activation, % at 10.6 µM; in the data active means activation above about 7.5%;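 further: 0% = vehicle and 100% = reference activator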
MT1-MMP act inh: inhibitors of human MT1-MMP activation. hit rate 0.061% among 360,000. HT1080 RFP-PRO-GFP cells, GFP/RFP ratio fluorescence, overnight; percent of plate control window, DMSO zero. GFP/RFP ratio change, % at 20 µM. AID 651647. P50281;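 active means GFP/RFP ratio change of at least 30% with cell ATP level not reduced by more than half and red fluorescence within 50% of control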; further: strong numbers were not always called active
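Compound: 20 µM single dose, 1% DMSO / System: HT1080 RFP-PRO-GFP cells / Controls: DMSO and RFP-L50D-GFP cell wells / Read-out basis: GFP/RFP fluorescence ratio / Schedule: overnight compound exposure at 37 °C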
MsrA inh: inhibitors of bovine MsrA; purified bovine MsrA, absorbance read-out; inhibition, % at 15.5 µM; hit rate 0.75% among 360,000; AID 651718; in the data active means inhibition above about 4.5%;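 further: 0% = vehicle wells with enzyme and 100% = reference inhibitor wells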
FAS TE block: blocks the thioesterase domain of human fatty acid synthase; P49327; recombinant FAS-TE, OMFH fluorogenic substrate, fluorescence endpoint; inhibition, % at 15 µM; hit rate 0.67% among 360,000; AID 602261;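 active means compounds whose normalised, plate-corrected inhibition of enzyme fluorescence in the single-dose primary screen is 50% or more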;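 further: 0% = DMSO with enzyme and 100% = substrate without enzyme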
An asterisk follows results filed as active; i = inactive; / = not tested or not shown; + = active, no number.

SMILES	eLon inh	Neddyl block	CendR NRP1 mod	Rin1 Abl inh	SKN-1 block	bovine MsrA act	MT1-MMP act inh	MsrA inh	FAS TE block
Cc1ccsc1/C=C/c1ccc2ccccc2n1	-21	i	-66	-2	34	-4	-18	-0.4	14
CN(C)c1ccc(P(=O)(OCc2ccccc2)C(O)c2ccccc2F)cc1 (configuration not stated)	-4	i	3	3	12	-1	1	-1.5	1
O=C(NCc1ncc(C(F)(F)F)cc1Cl)Nc1ccccc1	2	i	0	1	-8	-8	-1	1.4	5
CCOC(=O)C1=C(CN2CCCCCC2)NC(=O)NC1c1cccc([N+](=O)[O-])c1 (configuration not stated)	-3	i	-4	-2	-4	0	-3	-0.6	2
COc1ccc(C2C3=C(N=C4SCC(=O)N42)c2ccccc2CC3)cc1OC (configuration not stated)	4	i	-17	-3	48*	-3	0	1.3	12
COc1ccc(CC(=O)Nc2ccccc2-c2ccccc2)cc1OC	-7	i	8	1	20	-2	-3	0.0	-3
Cc1ccccc1OCC(=O)Nc1ccc2c(c1)C(=O)c1ccccc1C2=O	4	i	-15	-3	-14	-11	6	0.1	11
CCN(CC)C(=O)C1CCCN(Cc2ccc(OC)c(C)c2)C1 (configuration not stated)	-3	i	-17	-2	9	-5	2	0.2	-6
NS(=O)(=O)c1ccc(N/C=C\C(=O)c2ccc3ccccc3c2)cc1	-44	i	-15	-5	6	-3	4	2.1	-29
Brc1ccc(N=Cc2ccccn2)cc1	16	i	1	-3	16	-5	-2	-0.7	-11
O=C(Cc1nc2ccccc2[nH]1)NCc1ccco1	-37	i	-10	4	-5	3	-8	0.4	-5
COC(=O)CSc1nnc(-c2ccoc2C)n1-c1ccc(OC)cc1	4	i	5	0	-13	-1	-2	0.2	-1
CC(=O)NC(c1ccc2ccccc2c1)c1ccc2cccnc2c1O (configuration not stated)	-6	i	4	4	2	0	14	-0.5	5
COc1ccc(/C=C/C(=O)OCC(=O)NCCNC(=O)COC(=O)/C=C/c2ccc(OC)cc2)cc1	1	i	-1	2	-8	-13	-2	0.9	-3
CCn1c(SCC(=O)N2CCN(c3ccccc3)CC2)nnc1-c1cc2cc(Cl)ccc2o1	-2	i	-4	2	11	-5	-3	-2.0	-3
COc1ccc(/C=C/C(=O)NC(=S)N2CCN(c3ccccn3)CC2)cc1OC	4	i	-3	-1	-10	-5	1	4.5	0
O=C(N1CCN(c2ccccc2F)CC1)C1(c2cccs2)CCOCC1	-2	i	8	0	16	8	-1	0.9	1
CCn1cc(C(=O)NC2CCCCCC2)c2cc(OC)c(OC)cc2c1=O	-9	i	8	1	-17	-2	2	0.7	-1
O=C(C1CCCO1)N1CCN(C(c2ccccc2)c2ccccc2)CC1 (configuration not stated)	-2	i	6	1	9	-2	-10	-1.2	-5
CCc1noc(C)c1C(=O)OCC(=O)NCc1ccc(Cl)cc1	5	i	-1	5	12	-11	/	0.3	10
COc1cccc(-c2nc3nc(C)cc(C)n3c2Nc2ccc3c(c2)OCCO3)c1	0	i	-19	/	-10	-3	2	0.2	0
COc1ccc(NC(=O)C[C@@H]2C(=O)N(Cc3ccccc3)CC2(C)C)cc1	-4	i	6	3	-5	-2	6	-0.9	-5
CNC(=O)c1ccccc1NC(=O)c1cccc(S(=O)(=O)N2CCCCC2)c1	4	i	17	-1	10	-9	-1	-0.3	-4
CCOC1=C2[C@H](c3ccccc3)N(S(=O)(=O)c3ccccc3)C[C@H]2n2c(=O)n(-c3ccccc3)c(=O)n2C1	6	i	6	-1	18	-4	-2	-0.4	73*

Full records as entered above.
O=C(N1CCN(c2ccccc2F)CC1)C1(c2cccs2)CCOCC1 is listed as eLon inh: -2; Neddyl block: i; CendR NRP1 mod: 8; Rin1 Abl inh: 0; SKN-1 block: 16; bovine MsrA act: 8; MT1-MMP act inh: -1; MsrA inh: 0.9; FAS TE block: 1
COc1ccc(NC(=O)C[C@@H]2C(=O)N(Cc3ccccc3)CC2(C)C)cc1 is listed as eLon inh: -4; Neddyl block: i; CendR NRP1 mod: 6; Rin1 Abl inh: 3; SKN-1 block: -5; bovine MsrA act: -2; MT1-MMP act inh: 6; MsrA inh: -0.9; FAS TE block: -5
COc1cccc(-c2nc3nc(C)cc(C)n3c2Nc2ccc3c(c2)OCCO3)c1 is listed as eLon inh: 0; Neddyl block: i; CendR NRP1 mod: -19; Rin1 Abl inh: /; SKN-1 block: -10; bovine MsrA act: -3; MT1-MMP act inh: 2; MsrA inh: 0.2; FAS TE block: 0

The results go on.
SMILES	eLon inh	Neddyl block	CendR NRP1 mod	Rin1 Abl inh	SKN-1 block	bovine MsrA act	MT1-MMP act inh	MsrA inh	FAS TE block
COC(=O)c1cn(C(=O)c2ccccc2Cl)c2ccccc12	4	i	8	5	10	-10	1	-0.2	43
CCOc1ccc(C(=O)C(C)OC(=O)c2nc(Cl)ccc2Cl)cc1 (configuration not stated)	-2	i	-3	-3	4	-1	-7	0.5	18
N#Cc1ccc(Oc2ccc(S(=O)(=O)N3CCCCC3)cn2)cc1	-6	i	-1	-1	2	-2	2	/	9
CCOc1ccc(S(=O)(=O)/N=C(/Nc2ccc(OC)cc2)c2ccccc2)cc1	-3	i	16	0	28	3	2	1.0	8
COC(=O)C1SCC2C(=O)N(Cc3ccc(Cl)cc3)CC(=O)N21 (configuration not stated)	3	i	-4	-2	-1	-2	0	-1.6	-2
O=C(N[C@H]1CCCCNC1=O)c1cc(COc2ccc(F)cc2F)on1	-1	i	14	-2	14	-3	-2	-1.0	-3
CN(Cc1ccccc1)C(=O)Cn1nnc(-c2ccccc2)c1COc1ccc2ccccc2c1	-1	i	-3	-2	16	1	-6	1.5	19
CCOC(=O)N1CCC(NC(=O)CC2C(=O)NCCN2Cc2cccc(F)c2F)CC1 (configuration not stated)	-7	i	-4	1	9	-4	1	-0.6	-6
Cc1sc2nc(CSCC(=O)Nc3c(F)cccc3F)[nH]c(=O)c2c1C	-14	i	-18	-3	4	-1	-2	-1.3	-10
COc1cc(NC(=S)NC2CC(C)(C)NC(C)(C)C2)cc(OC)c1	-9	i	4	-3	-18	-11	12	0.8	2
COc1ccc(CN(C)C(=O)c2[nH]c(C)c(C(C)=O)c2C)cc1F	11	i	4	1	-15	-6	-1	-0.3	-4
COC(=O)c1ccc(NC(=O)CN2C(=O)CCC2=O)cc1	5	i	8	4	-1	0	4	0.3	-4
Cc1cc(C)cc(OCC(=O)NN2Cc3ccccc3C2=N)c1	-7	i	-7	-4	-12	-4	4	0.2	-7
O=[N+]([O-])c1ccccc1S(=O)(=O)N1CCN(C2CCCC2)CC1	5	i	5	1	-22	-7	1	0.1	0
CCCCN1CC(N2CCN(C(=O)c3ccco3)CC2)CS1(=O)=O (configuration not stated)	7	i	6	0	-3	-5	-2	1.2	-6
COc1ccc(CNC(=O)C(C)N2CCN(S(=O)(=O)c3ccccc3F)CC2)cc1 (configuration not stated)	-5	i	-8	-3	2	-2	6	0.3	-5
CCOc1cccc2sc(N(CCCN(C)C)C(=O)c3ccc(S(=O)(=O)N4CCc5ccccc5C4)cc3)nc12	7	i	9	0	-12	-7	-3	-1.3	7
O=C(NC1CCCCC1)C(c1ccccc1)N(C(=O)c1csnn1)C1CCCC1 (configuration not stated)	-6	i	-9	1	15	-1	-1	-1.6	4
C=CCn1c(SCC(=O)NCc2ccco2)nc2sc(C)c(C)c2c1=O	-1	i	-6	1	2	-1	0	1.5	-8
O=C(COc1ccc(-c2ccccc2)cc1)N/N=C/c1ccccc1Br	6	i	-2	0	0	1	2	1.5	23
CCN(CC)c1ccc(/C=N/Nc2nc(C)cc(=O)[nH]2)cc1	1	+	2	1	4	-5	-2	4.1	-6
CCCn1cc(SCC(=O)NCc2ccco2)c2ccccc21	1	i	6	-2	19	-1	-1	-0.6	1
COc1ccc(C)cc1N(C(=O)c1snc(C(N)=O)c1N)C(C(=O)NC1CCCC1)c1ccc(F)cc1 (configuration not stated)	3	+	4	2	-12	-2	-7	-0.2	11
COc1ccc(NC(=O)c2cccs2)cn1	1	i	-16	1	12	-3	0	1.0	-2
CN(C)CC(C)(C)CNC(=O)C1CCN(CCCc2ccccc2)CC1	-5	i	3	-2	10	-2	1	-0.7	-8
Cc1cc(NC(=O)c2cc(-c3cccc(OCC(C)C)c3)nc3ccccc23)no1	-3	i	10	4	16	-2	-4	-0.6	23
CCN(C(=O)COC(=O)CC1CCCCC1)c1c(N)n(Cc2ccccc2)c(=O)[nH]c1=O	3	i	-8	0	3	-1	1	-0.8	-6
CCC(=O)N(CCC1(C(C)C)CCOC(C)(C)C1)Cc1ccco1 (configuration not stated)	0	i	-4	-1	14	-10	-3	0.3	-6
O=C(CN1C(=O)C2C3CCC(C3)C2C1=O)OCC(=O)c1ccc(Br)cc1 (configuration not stated)	4	i	7	2	-13	-6	-1	-1.1	-1
CN1C=CC(C(C(N)=O)c2ccccc2)c2ccccc21 (configuration not stated)	-11	i	3	1	7	-5	-7	0.0	-3
NC(=O)c1cc([N+](=O)[O-])ccc1NCC1CCCCC1	0	i	6	-5	8	-3	-2	-0.1	16
CCc1ccccc1N1C(=O)CN(Cc2cc(OC)c(OC)c(OC)c2)C1=S	0	i	9	2	-15	3	-3	0.7	5
COc1ccc(S(=O)(=O)N2CCCCCC2)cc1NC(=O)CCCOc1ccccc1	12	i	0	-2	0	0	6	0.8	16
CC(C)Cc1ccc(C(=O)Nc2ccc(Cc3ccncc3)cc2)o1	5	i	8	2	-5	-1	-2	3.4	6
COc1ccc(C(=O)NN/C(=N/S(=O)(=O)c2ccc(C)cc2)c2ccccc2)cc1	2	/	10	-1	37*	-8	0	1.3	2
Cc1[nH]nc2c1/C(=N\O)CCC2	6	i	3	1	20	-2	-2	-1.4	-3
CCOc1ccc(C(=O)COC(=O)c2nc3nccc(C)n3n2)cc1	-8	i	-23	2	16	-5	-1	-0.1	-3
COC(=O)Cc1csc(NCc2ccccc2)n1	-2	i	-4	1	3	-2	-2	-0.7	-3
CCCc1nc(SCC(=O)c2ccc3c(c2)NC(=O)CO3)[nH]c(=O)c1CC	-4	i	-5	3	4	-1	0	-0.8	0
COc1ccccc1NC(=O)N1CCC(C(=O)c2ccc(F)cc2)CC1	2	i	-15	-4	2	-6	2	0.1	0
O=C(COC(=O)Cc1ccccc1[N+](=O)[O-])NCC1CCCCC1	-5	i	-6	-5	-4	-3	1	-0.3	-8
Cn1c(=O)[nH]c(=O)c2c1nc(NCc1ccccc1)n2Cc1ccc(F)cc1	6	i	8	0	-1	-3	3	1.1	-7
CN(CCCC(=O)Nc1ccc(Br)cc1F)S(=O)(=O)c1ccccc1	-10	i	9	1	6	1	1	-0.1	3
O=C(NC1CCCCC1)N1CCCC(CNS(=O)(=O)Cc2ccccc2)C1 (configuration not stated)	-7	i	3	2	2	-5	-2	-0.5	-5
O=C(Nc1ccc(-c2cn3ccccc3n2)cc1)c1ccc(Cl)cc1	-7	i	-3	-3	4	-3	7	-0.3	-3
CC1CCN(C2=NC(=O)/C(=C/c3ccccc3F)S2)CC1	-7	i	-7	-5	-2	-3	-1	5.4*	-5
O=C(Nc1ccccc1)C1Cc2c(-c3ccccc3Oc3ccccc3)ccnc2O1 (configuration not stated)	4	i	-1	3	12	0	-4	-0.8	18
CC(=O)Nc1ccccc1NC(=O)C/C(C)=N/NC(=O)C(=O)N1CCCCC1	-4	i	8	0	5	0	-3	-0.3	-3
CC1OC(OC2C(Oc3c(-c4ccc(O)cc4)oc4cc(O)cc(O)c4c3=O)OC(COC3O[C@@H](C)[C@H](O)[C@@H](O)C3O)C(O)C2O)C(O)C(O)C1O (some centres not stated)	3	i	8	-4	-6	-2	7	2.1	-2
Cc1nnc(NC(=O)c2ccc(S(=O)(=O)N3CCCCCC3)cc2)o1	10	i	11	-4	28	-5	-6	0.6	-6
